NR2F2 inh = NR2F2 (human) inhibition, primary screen | HEK293T NGFI-A luciferase reporter, luminescence | inhibition, % at 8.6 µM | 370,000 compounds, 0.7% hits | P24468;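 active = inhibition above a per-plate cutoff, mean inhibition of test wells between control levels plus 3 SD, cut at about 38% in these data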;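 note: cells cotransfected with COUP-TFII expression vector driving the NGFI-A reporter; 0% = median of COUP-TF2 test wells and 100% = reporter-only cells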
NCOA2 inhibitor = human SRC2 (NCOA2) inhibition; Q15596; HEK293 GAL4-SRC2 luciferase reporter, luminescence; inhibition, % at 9 µM; 370,000 compounds, 0.17% hits; AID 651957;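 active = inhibition above the mean inhibition of all tested compounds plus 3 SD, set per campaign, cut at about 52% in these data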;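 note: 0% = DMSO treated cells and 100% = cells given Gossypol at 36 µM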
Target sequence (Q15596 whole entry, looked up, the tested form may be a part): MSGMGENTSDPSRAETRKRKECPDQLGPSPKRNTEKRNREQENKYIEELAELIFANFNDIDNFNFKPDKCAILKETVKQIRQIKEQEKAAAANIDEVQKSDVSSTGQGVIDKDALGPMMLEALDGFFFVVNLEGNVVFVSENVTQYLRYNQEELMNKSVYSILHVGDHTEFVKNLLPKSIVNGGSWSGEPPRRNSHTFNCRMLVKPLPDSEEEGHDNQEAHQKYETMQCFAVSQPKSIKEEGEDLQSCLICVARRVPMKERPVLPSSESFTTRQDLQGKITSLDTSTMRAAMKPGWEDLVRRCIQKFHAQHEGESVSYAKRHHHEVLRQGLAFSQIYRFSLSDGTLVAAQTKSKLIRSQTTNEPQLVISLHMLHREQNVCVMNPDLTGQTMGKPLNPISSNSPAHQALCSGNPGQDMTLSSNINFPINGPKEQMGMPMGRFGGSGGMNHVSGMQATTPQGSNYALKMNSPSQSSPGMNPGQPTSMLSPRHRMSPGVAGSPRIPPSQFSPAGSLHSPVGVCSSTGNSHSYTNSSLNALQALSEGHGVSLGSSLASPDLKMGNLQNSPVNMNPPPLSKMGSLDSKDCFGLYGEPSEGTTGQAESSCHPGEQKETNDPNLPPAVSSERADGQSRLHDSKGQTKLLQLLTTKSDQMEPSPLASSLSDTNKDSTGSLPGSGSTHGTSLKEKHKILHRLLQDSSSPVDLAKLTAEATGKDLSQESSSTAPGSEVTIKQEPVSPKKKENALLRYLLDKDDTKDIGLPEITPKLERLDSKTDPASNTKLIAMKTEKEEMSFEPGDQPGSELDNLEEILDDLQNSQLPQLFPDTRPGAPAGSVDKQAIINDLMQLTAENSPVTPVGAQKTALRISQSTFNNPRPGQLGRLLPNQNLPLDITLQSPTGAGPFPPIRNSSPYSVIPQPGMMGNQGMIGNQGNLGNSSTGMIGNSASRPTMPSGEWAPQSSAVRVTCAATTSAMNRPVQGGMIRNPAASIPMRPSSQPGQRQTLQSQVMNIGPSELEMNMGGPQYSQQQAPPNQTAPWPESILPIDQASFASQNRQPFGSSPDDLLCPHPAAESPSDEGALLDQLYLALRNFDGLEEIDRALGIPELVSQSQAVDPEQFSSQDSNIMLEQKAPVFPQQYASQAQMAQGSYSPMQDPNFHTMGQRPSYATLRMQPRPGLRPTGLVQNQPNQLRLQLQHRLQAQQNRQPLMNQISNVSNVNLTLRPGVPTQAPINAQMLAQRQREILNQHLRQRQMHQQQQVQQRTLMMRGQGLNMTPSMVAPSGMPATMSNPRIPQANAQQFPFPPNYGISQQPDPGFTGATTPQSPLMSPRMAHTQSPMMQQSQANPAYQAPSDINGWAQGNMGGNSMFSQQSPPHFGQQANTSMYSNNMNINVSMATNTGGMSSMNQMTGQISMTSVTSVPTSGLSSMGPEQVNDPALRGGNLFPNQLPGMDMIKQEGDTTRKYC
* hit, by the source's call. This is a subset, so the mix of outcomes need not match the whole.

SMILES | NR2F2 inh | NCOA2 inhibitor
COC(=O)[C@]12C[C@H](CC(=O)NCc3cccc(C(F)(F)F)c3)C(=O)N(CCC3=CCCCC3)C1=C[C@H](C(C)C)O[C@@H]2C1CC1 | -2 | 6
O=C(N[C@H](C(=O)N1CCC[C@H]1C(=O)NCCc1ccccc1Cl)C1CCCCC1)c1ccc(Cl)c(Cl)c1 | 13 | -9
COc1ccc(/C=C2\CC3(OC(=O)c4ccco4)CCCN2C3)cc1 (stereo not given) | -19 | -3
COC(=O)[C@H](C(C)C)N(CCc1cn(Cc2ccc(C)cc2)nn1)S(=O)(=O)c1ccc(F)cc1Br | 8 | 20
Cn1cccc1C(=O)N1CCN(S(=O)(=O)c2ccc([N+](=O)[O-])cc2)CC1 | -19 | 11
COC(=O)c1cc(S(=O)(=O)NCC2CCN(C(=O)C(=O)c3cc4ccccc4o3)CC2)cs1 | -5 | -11
COc1ccc(C(=O)OCCN2CCN(C3CN(Cc4cn(Cc5cccc(F)c5)nn4)S(=O)(=O)C3)CC2)cc1OC (stereo not given) | 8 | 1
CN(C)C(=O)N1CCN(C(=O)[C@H](CCc2ccccc2)NC(=O)[C@H]2O[C@@H](n3cnc4c(N)ncnc43)[C@H](O)[C@@H]2O)CC1 | -10 | -20
C=CCc1cccc(C=NNC(=O)c2ccco2)c1O | -62 | -38
O=C(Nc1nc2ncccn2c1-c1ccc(C(F)(F)F)cc1)C1CC1 | -15 | -14
CCCCNC(=O)C1(C(=O)c2ccc(OC)cc2)CC(c2ccccc2C(F)(F)F)=NO1 (stereo not given) | 2 | 3
CCCCCc1ccc(NC(=O)OCCN2C(=O)CCC23CCC(c2ccccc2)CC3)cc1 (stereo not given) | 4 | 14
CCOc1ccccc1NC(=O)CSc1nnc(SCc2ccccc2)s1 | 11 | 15
Cn1c(SCC(=O)Nc2ccccc2-c2ccccc2)nnc1-c1cnccn1 | 5 | 1
Oc1ccc(/C=N/Nc2ccc(C(F)(F)F)cn2)cc1O | -3 | -12
O=C(Nc1ccc(F)cc1)Nc1c(-c2ccc(F)cc2)nc2ncccn12 | -8 | -25
COc1ccccc1-c1cccc2c3c([nH]c12)[C@@H]1C[C@H]2[C@@H](C(=O)N1CC3)[C@H](C)ON2C | 2 | -19
C[C@@H]1ON(C)[C@H]2C[C@H]3c4cc(N5CCN(C)CC5)ccc4CCN3C[C@@H]12 | -17 | 6
Cc1ccc(CSc2nnc(-c3cc(-c4ccc(F)cc4)n[nH]3)n2N)cc1 | 10 | -19
COC(=O)c1cc(C(=O)Cc2ccccc2)c[nH]1 | -9 | -19
C[C@H](O)[C@@H]1CN2CCc3c([nH]c4cccc(-c5ccc6c(c5)OCO6)c34)[C@@H]2C[C@@H]1N(C)C(=O)c1ccco1 | 8 | -23
COC(=O)[C@]12C[C@H](CC(=O)N3CCC(c4ccccc4)CC3)C(=O)N(Cc3ccco3)C1=C[C@H](C1CCCC1)O[C@@H]2C | -19 | 1
C[C@@H](NC(=O)C[C@H]1CC[C@H]2[C@@H](COc3ccc(NC(=O)Nc4ccccc4)cc3C(=O)N2C)O1)c1ccccc1 | 14 | -9
COC(=O)[C@]12C[C@H](CC(=O)N3CCCC3)C(=O)N(Cc3ccccc3)C1=C[C@H](C1CCCC1)O[C@@H]2C | -15 | -2
C[C@@H]1C(=O)N2N=Cc3cc4ccccc4cc3[C@H]2N2N=Cc3cc4ccccc4cc3[C@@H]12 | -14 | 1
SMILES | NR2F2 inh | NCOA2 inhibitor
COC(=O)[C@]12C=CCN1[C@H](c1ccccc1)c1c(c3ccccc3n1S(=O)(=O)c1ccc(C)cc1)C2 | -5 | -11
COc1ccc(C(=O)CSc2nnc(-c3cccnc3)n2-c2ccc(C)cc2)cc1 | 20 | -4
CN1CCN(Cc2c(O)ccc3cc(Br)ccc23)CC1 | 5 | -23
CC(C)(C)OC(=O)N1CCC(c2ccc[nH]2)(c2c[nH]c3ccccc23)CC1 | -10 | 14
CCC(NC(=O)C1C2C=CC3(CN(Cc4ccccc4)C(=O)C13)O2)c1ccccc1 (stereo not given) | 8 | -5
COC(=O)[C@]12C[C@H](CC(=O)NCc3ccc(C)o3)C(=O)N(Cc3cccc4ccccc34)C1=C[C@H](C(C)C)O[C@@H]2C1CC1 | -5 | 16
C#CCNC(=O)c1cnn(-c2ccccc2)c1N | -14 | -5
Cn1c(SC2CCCC2)nnc1-c1ccco1 | -17 | -30
Cc1ccc(NC(=O)OC2CC3CC2[C@H]2CCCCN2C3)cc1 (stereo not given in full) | 8 | -6
CCOC(=O)C1=C(C(=O)OCC)C2N(Cc3ccccc3)c3ccccc3[C@@]23C[C@@H](C(=O)OC)N(S(=O)(=O)c2ccc(C(F)(F)F)cc2)C3=N1 (stereo not given in full) | 2 | 25
CCN(CC)CCCN1C(=O)C(=O)/C(=C(/O)c2ccc3c(c2)OCCO3)C1c1ccc(C)o1 (stereo not given) | -5 | 5
C=CCN(CC#Cc1ccc(OC)cc1)CC=C | -14 | -17
CN1OC[C@@H]2CN3C(=NCCc4ccccc4)Sc4ccccc4[C@@H]3C[C@@H]21 | -11 | -16
COc1ccc(CCNC(=O)c2coc(=O)c(Br)c2)cc1 | -9 | -100
CCOC(=O)C1C(=O)CC(C)(O)C(C(=O)OCC)C1c1ccc(Br)o1 (stereo not given) | 4 | -8
COC(=O)C1CN(Cc2ccccc2)CCS(=O)(=O)N1Cc1ccc(F)cc1 (stereo not given) | -12 | 6
O=C(OC12CCCN(C1)/C(=C/c1cccnc1)C2)c1ccc(F)cc1 (stereo not given) | 41* | 7
C[C@@H]1CN([C@@H](C)CO)C(=O)c2ccccc2-c2ccccc2CO[C@@H]1CN(C)Cc1ccc(Cl)c(Cl)c1 | 11 | -8
CC1(C)CC(=O)N(CC(=O)N2CCN(Cc3ccccc3)CC2)c2ccccc2S1(=O)=O | 0 | 13
COC(=O)c1cc(NC(=O)C2CCCN(S(=O)(=O)c3c(C)n[nH]c3C)C2)cc(C(=O)OC)c1 (stereo not given) | 2 | 14
Cc1ccc(C2=CC(=O)CC(C)(C)C2=O)cc1 | -10 | 4
Cc1cc(C)cc(N(CC(=O)NC2CCC(C)CC2)S(=O)(=O)c2ccc(C)c(C)c2)c1 (stereo not given) | -7 | -39
CCOC(=O)CC[C@@]1(C(=O)OCC)C[C@@H](CC(=O)NCC23CC4CC(CC(C4)C2)C3)C(=O)N2CCCC=C21 | -4 | 3
COC(=O)[C@]12C[C@H](CC(=O)N3CCN(C(=O)C4CC4)CC3)C(=O)N(Cc3cccc4ccccc34)C1=C[C@H](COCc1ccccc1)O[C@@H]2C | 9 | 2
COC(=O)[C@H](C(C)C)N(Cc1cn(CC2CCCCC2)nn1)S(=O)(=O)c1ccc(F)cc1Br | 4 | 10

Entries from the list above that contain a Cl atom, in the order listed:
SMILES | NR2F2 inh | NCOA2 inhibitor
O=C(N[C@H](C(=O)N1CCC[C@H]1C(=O)NCCc1ccccc1Cl)C1CCCCC1)c1ccc(Cl)c(Cl)c1 | 13 | -9
C[C@@H]1CN([C@@H](C)CO)C(=O)c2ccccc2-c2ccccc2CO[C@@H]1CN(C)Cc1ccc(Cl)c(Cl)c1 | 11 | -8

Remaining list, next part:
SMILES | NR2F2 inh | NCOA2 inhibitor
CCCCN1CCN(C(=O)c2ccc3c(c2)NC(=O)C(C)(C)O3)CC1 | -23 | -16
COC(=O)C12C=C3CC(c4ccc(C)s4)=C3C(=O)N1Cc1[nH]c3ccccc3c1C2 (stereo not given) | -22 | 1
COC(=O)[C@]12C[C@H](CC(=O)NCc3ccc(C)o3)C(=O)N(Cc3ccc4c(c3)OCO4)C1=C[C@H](C(C)(C)C)O[C@@H]2C | 1 | -8
C#CCN(Cc1ccco1)C(=O)c1nnc2c3ccccc3n(S(=O)(=O)c3ccc(C)cc3)c2n1 | 25 | -9
COC(=O)[C@]12C[C@H](CC(=O)NCC34CC5CC(CC(C5)C3)C4)C(=O)N(Cc3cccc4ccccc34)C1=C[C@H](C1CCCC1)O[C@@H]2C | 13 | -19
CCOC(=O)C1=C(C(=O)OCC)C2N(Cc3ccc(C#N)cc3)c3ccccc3[C@@]23C[C@@H](C(=O)OC)N(S(=O)(=O)c2ccc(OC)cc2)C3=N1 (stereo not given in full) | 23 | -10
COC(=O)C1=C(C)N(Cc2ccc(C(F)(F)F)cc2)C(=NCc2ccc(OC)cc2)NC1c1ccccc1 (stereo not given) | -13 | 4
COCCCNC(=O)c1ccc2c(c1)NC(=O)C(C)(C)O2 | 25 | 5
N#Cc1ccc(S(=O)(=O)N2CCCc3nc(-c4ccccc4)ccc32)cc1 | 1 | -8
NC1=NC2(CS1)CSC(N)=N2 | 24 | 3
Cc1ccc(Cn2cc(COC(=O)Nc3ccc(F)cc3)nn2)cc1 | -15 | -29
CCN(CC)C(=O)CC[C@@H]1CC[C@]2(CCCN(Cc3ccncc3)C2)O1 | -15 | 22
O=C(NCc1ccccc1)[C@H]1CCCN1C(=O)[C@H]1CCCN1C(=O)c1ccc(F)c(C(F)(F)F)c1 | 10 | 1
COC(=O)C1CN(Cc2cn(Cc3ccc(C)cc3)nn2)CCS(=O)(=O)N1Cc1ccc(C)cc1 (stereo not given) | 4 | 21
Cc1ccc(C(=O)NC2CCCCN(C(C)C)C2=O)cc1 (stereo not given) | 5 | 5
C[C@H]1CN([C@@H](C)CO)C(=O)CCCn2cc(nn2)CO[C@@H]1CN(C)S(=O)(=O)c1ccc(F)cc1 | 1 | -7
Clc1ccccc1-c1nn2c(-c3cc(-c4ccccc4)n[nH]3)nnc2s1 | 11 | -13
CCCN1C(=O)c2n[nH]c(C)c2C1c1ccc2c(c1)OCO2 (stereo not given) | -3 | -15
O=C(C(=O)N1CCc2ccccc2C1)N1CCc2ccccc2C1 | -11 | 4
Nc1[nH]c2cc(C(F)(F)F)ccc2c1C(=O)NCc1ccc(F)cc1 | -25 | -12
COc1cccc2[nH]c3c(N4CCN(Cc5ccc6c(c5)OCO6)CC4)ncnc3c12 | -14 | -8
C[C@H](CO)N1C[C@H](C)[C@H](CN(C)Cc2ccc(F)cc2)Oc2ncc(Br)cc2C1=O | -2 | -1
Nc1ccn([C@@H]2O[C@H](C(=O)N[C@H](Cc3ccccc3)C(=O)N3CCC(F)(F)CC3)[C@@H](O)[C@H]2O)c(=O)n1 | 16 | 14
COC(=O)[C@]12C[C@H](CC(=O)NCCCCc3ccccc3)C(=O)N(Cc3ccco3)C1=C[C@H](C(C)C)O[C@@H]2C1CC1 | 25 | -5
Cc1ccc(-c2cc(-c3nnc(SCC(=O)Nc4nccs4)n3N)[nH]n2)cc1 | -36 | -48

An excerpt from above in order of the NR2F2 inh value, smallest number first.
smiles,NR2F2 inh
Nc1[nH]c2cc(C(F)(F)F)ccc2c1C(=O)NCc1ccc(F)cc1,-25
CCCCN1CCN(C(=O)c2ccc3c(c2)NC(=O)C(C)(C)O3)CC1,-23
COC(=O)C12C=C3CC(c4ccc(C)s4)=C3C(=O)N1Cc1[nH]c3ccccc3c1C2 (stereo not given),-22
Cc1ccc(Cn2cc(COC(=O)Nc3ccc(F)cc3)nn2)cc1,-15
C[C@H](CO)N1C[C@H](C)[C@H](CN(C)Cc2ccc(F)cc2)Oc2ncc(Br)cc2C1=O,-2
C[C@H]1CN([C@@H](C)CO)C(=O)CCCn2cc(nn2)CO[C@@H]1CN(C)S(=O)(=O)c1ccc(F)cc1,1
COC(=O)C1CN(Cc2cn(Cc3ccc(C)cc3)nn2)CCS(=O)(=O)N1Cc1ccc(C)cc1 (stereo not given),4

The listing continues.
SMILES | NR2F2 inh | NCOA2 inhibitor
CC(C)[C@H](NS(=O)(=O)c1ccc(F)cc1F)C(=O)N1CCC[C@H]1C(=O)NCc1ccccc1 | 8 | 6
COC(=O)[C@@]1(Cc2ccc(F)cc2)[C@H]2c3cc(C(=O)N(C)C)n(Cc4ccc(OC(F)(F)F)cc4)c3C[C@H]2CN1C(=O)c1ccccc1 | 23 | 1
CCOC(=O)[C@@]12CN(C(=O)OC(C)(C)C)CC=C1N(Cc1ccc(OC)cc1)C(=O)[C@H]2CC(=O)NCc1cccs1 | 5 | -5
CC(=O)c1cc(-c2ccc3nonc3c2)c(=O)n2c1CCC2 | -2 | -8
CC(C1=CCCCC1)c1cnn(C)c1 (stereo not given) | -19 | -10
COc1ccc(Oc2cccc3c2S(=O)(=O)N(C2CC2)C[C@@H](COCc2ccccc2)O3)cc1 | 4 | 25
COC(=O)c1ccccc1-n1cc(COC(=O)NCCc2ccccc2)nn1 | 8 | -1
CCCCCCCCN1C(=O)[C@@H](CC(=O)NCc2ccc(OC)c(OC)c2)C[C@@]2(C(=O)OC)C1=C[C@H](C(C)(C)C)O[C@@H]2C | -9 | -7
C=CC[C@@]1(c2ccc(Br)cc2OC)Oc2ccccc2-c2nccnc21 | 2 | 13
CC(C)(C)c1ccc(-c2nnc(SCC(=O)Nc3cccc4ccccc34)n2Cc2ccco2)cc1 | 38* | -11
Cc1cc(Br)cn2c(Cc3cccc(F)c3)c(-c3cccc(Cl)c3)nc12 | -2 | -1
CCCCCCCCN1C(=O)[C@@H](CC(=O)NCc2cccc3ccccc23)C[C@@]2(C(=O)OC)C1=C[C@H](C1CCCC1)O[C@@H]2C | 18 | -28
Cc1ccc(NC(=O)CN2C(=O)CCSc3ccccc32)cc1C | 0 | 21
COC(=O)[C@H](CC(C)C)N(CCCc1cn(Cc2ccccc2)nn1)S(=O)(=O)c1ccccc1Br | 3 | 12
COC(=O)[C@]12C[C@H](CC(=O)NCc3ccc(OC)c(OC)c3)C(=O)N(CCc3ccc(OC)c(OC)c3)C1=C[C@H](C(C)C)O[C@@H]2C1CC1 | 6 | 15
COC(=O)C1CN(Cc2ccccc2)CCS(=O)(=O)N1Cc1ccc(OC)cc1 (stereo not given) | 17 | 9
COP(=O)(CC(=O)O)C(CC(C)C)NC(=O)OCc1ccccc1 (stereo not given) | 0 | -46
O=C(Nc1nc2ncccn2c1-c1ccc(F)cc1)C1CC1 | -4 | 1
CCCCNS(=O)(=O)/C=C/c1ccc(F)cc1CNC(=O)OC(C)(C)C | 20 | -3

From PubChem BioAssay
